EPAC2 agonist: agonists of human EPAC2 (RAPGEF4); EPAC2 activation, biochemical qHTS; response scale: 100% = 6.5 mM cAMP response; Q8WZA2; AID 720711; Potency, µM (series often up to 154 µM), for inactives: at the highest dose activation, most hits filed as activators; 360,000 compounds, 0.079% hits; further: potency means the concentration at half of the fitted maximal effect; nearly all actives have a fitted effect of over 50% in size
Target sequence (Q8WZA2 whole entry, looked up): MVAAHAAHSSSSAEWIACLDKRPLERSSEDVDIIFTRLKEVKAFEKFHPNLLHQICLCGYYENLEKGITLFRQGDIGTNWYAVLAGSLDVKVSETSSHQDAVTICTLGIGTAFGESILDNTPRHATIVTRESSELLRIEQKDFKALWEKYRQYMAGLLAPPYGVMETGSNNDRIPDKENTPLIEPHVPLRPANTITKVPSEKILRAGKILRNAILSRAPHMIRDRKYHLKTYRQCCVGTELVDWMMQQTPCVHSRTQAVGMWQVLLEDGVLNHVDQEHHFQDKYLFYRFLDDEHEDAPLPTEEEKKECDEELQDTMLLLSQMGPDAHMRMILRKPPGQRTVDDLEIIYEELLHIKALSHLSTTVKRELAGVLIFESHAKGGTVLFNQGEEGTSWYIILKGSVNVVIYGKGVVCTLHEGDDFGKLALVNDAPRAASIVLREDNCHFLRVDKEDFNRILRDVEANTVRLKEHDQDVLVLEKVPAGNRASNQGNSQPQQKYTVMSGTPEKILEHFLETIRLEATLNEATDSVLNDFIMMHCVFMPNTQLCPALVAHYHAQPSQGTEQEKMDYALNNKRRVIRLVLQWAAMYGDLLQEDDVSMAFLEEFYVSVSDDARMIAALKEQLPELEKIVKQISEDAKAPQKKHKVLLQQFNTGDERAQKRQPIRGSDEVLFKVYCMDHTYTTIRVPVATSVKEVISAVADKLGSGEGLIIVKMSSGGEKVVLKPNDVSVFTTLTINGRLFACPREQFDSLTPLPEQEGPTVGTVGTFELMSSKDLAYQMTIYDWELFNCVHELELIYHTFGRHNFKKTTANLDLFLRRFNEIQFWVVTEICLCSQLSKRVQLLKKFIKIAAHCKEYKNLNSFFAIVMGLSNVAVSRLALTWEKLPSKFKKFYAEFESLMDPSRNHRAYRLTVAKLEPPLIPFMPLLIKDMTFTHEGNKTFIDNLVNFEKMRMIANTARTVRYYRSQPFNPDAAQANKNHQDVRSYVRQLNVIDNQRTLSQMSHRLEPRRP
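Readout is BODIPY fluorescence (480 nm excitation, 540 nm emission), which falls as labeled GDP is exchanged off Rap1B. EPAC2 at 100 nM acted on 250 nM RAP1B-BODIPY-GDP with 50 uM GDP present.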
pAkt inh: Akt phosphorylation inhibition. Neuro2A IGF-stimulated pAkt S473 HTRF, 20 min; stronger effect = lower value. activity change, % for hits at 50 µM. 360,000 compounds, 0.32% hits. AID 651550; in the data active means activity change below about -80%; inconclusive means mostly about -51% to -80%; further: on the % scale 0 is the no-effect control and ±100 the full control effect
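Neuro2A cells (4,500/well, DMEM with 0.5% FBS) were treated with compound at a single 50 µM final concentration, stimulated with 6 nM IGF for 20 min at 37 °C, and lysed. Phospho-Akt Ser473 was read by HTRF as 665/615 ratio ×10^4.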
Nrf2 activator: activators of Nrf2 (ARE) signaling; 410,000 compounds, 0.31% hits; AREc32 ARE-luciferase reporter (MCF7-derived line), luminescence, 24 h; AID 624171; Potency, µM (highest dose often 46.1 µM), for the others: at the highest dose activation, most hits filed as activators; further: potency means the concentration at half of the fitted maximal effect; % of control where 0% means no effect; nearly all actives have a fitted effect of over 65% in size
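Cells of the AREc32 ARE-luciferase line are plated in OPTI-MEM containing 5% FBS and left overnight at 37 deg C. Compounds are pinned in, incubation continues 24 hr, and firefly luciferase signal is then measured.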
EPAC2 antag: blocks human EPAC2 exchange factor; 360,000 compounds, 0.18% hits; Potency, µM (top dose mostly 114 µM), for the others: at the top dose activity, negative = inhibition, usual class: inhibitors; EPAC2 GEF exchange of Rap1B-BODIPY-GDP, fluorescence; further: potency means the concentration at half of the fitted maximal effect; on the % scale 0 is the no-effect control and ±100 the full control effect; nearly all actives have a fitted effect of over 45% in size; many of its hits are not listed in these tables
A549 tox: counter-screen for Nrf2 inhibitors: cytotoxicity in A549 cells. A549 ARE-Fluc cells, CellTiter-Fluor viability, 18-24 h. Potency, µM (titrated, usually from 46 µM), for inactives: top-dose activity change, negative = cytotoxicity, hits mostly inhibitors. 390,000 compounds, 0.16% hits. AID 504648; further: potency means the concentration at half of the fitted maximal effect; on the % scale 0 is the no-effect control and ±100 the full control effect
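Cytotoxicity counterscreen: CellTiter-Fluor fluorescence was measured in A549 ARE_Fluc cells after 18-24 h of compound exposure in a concentration series. The subsequent BugLite luminescent read reports ARE-luciferase activity.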
CCT modulator: cytosolic chaperonin activity modulation; 360,000 compounds, 0.3% hits; activity change, % (test concentration not listed), hits read low; purified chaperonin ATPase assay, HTRF ADP detection, 30 min; AID 651819; in the data active means activity change below about -30%; further: on the % scale 0 is the no-effect control and ±100 the full control effect
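First, chaperonin was dispensed at 40 nM or 20 nM final depending on batch activity. Next, compounds were pinned at 76 uM and ATP added at 10 uM. After 30 min at 37 °C, ADP detection reagents ran 30 min at ambient temperature.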
Nrf2 block: blocks Nrf2 signaling | 360,000 compounds, 2.1% hits | Potency, µM (top dose mostly 46 µM), inactives show top-dose activity change, negative = inhibition, most hits filed as inhibitors | A549 ARE-Fluc reporter, luciferase luminescence, 18-24 h; further: potency means the concentration at half of the fitted maximal effect; on the % scale 0 is the no-effect control and ±100 the full control effect; nearly all actives have a fitted effect of over 60% in size
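Quantitative HTS in A549 cells stably bearing an antioxidant response element-firefly luciferase construct. Inhibition of Nrf2-driven transcription was scored by luminescence after 18-24 h of compound exposure at 37 °C.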
Mm-Cpn inhibitor: blocks the Methanococcus maripaludis chaperonin Mm-Cpn. Potency, µM (series often up to 76.9 µM), without a hit: at the highest dose activity, negative = inhibition, actives largely listed as inhibitors. purified Mm-Cpn ATPase, ADP Transcreener TR-FRET. AID 504842. 330,000 compounds, 0.031% hits; further: potency means the concentration at half of the fitted maximal effect; on the % scale 0 is the no-effect control and ±100 the full control effect; nearly all actives have a fitted effect of over 80% in size
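Reaction buffer contained 30 mM Tris pH 7.4, 100 mM KCl, 5 mM MgCl2 and 1 mM DTT. Mm-CPN (25 nM final) hydrolysed 10 uM ATP over 30 min at 37°C; ADP was read by HTRF.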
TGFb SMAD3 inh: inhibitors of TGF-b signaling | AID 588855 | HepG2 CAGA-GFP TGF-b/SMAD3 reporter, GFP fluorescence, 18 h; TGF-beta stimulated, 500 pg/mL final | Potency, µM (highest dose often 46.1 µM), inactives show at the top dose activity, negative = inhibition, most hits filed as inhibitors | 410,000 compounds, 1.2% hits; further: potency means the concentration at half of the fitted maximal effect; on the % scale 0 is the no-effect control and ±100 the full control effect; nearly all actives have a fitted effect of over 65% in size
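Inhibition of TGF-beta-driven CAGA-GFP reporter expression in HEPG2 cells is measured by cellular GFP fluorescence after 18 h stimulation with 500 pg/mL recombinant TGF-beta in 1% FBS medium at 37 degrees C.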
* = called active by the depositor; i = inactive; ? = inconclusive; . = not tested or not shown; & = joins results of further samples; [ ] = dose if it differs, or a comment. Unless noted, the call rests on the fitted dose curve; in most records, active means well fitted curve in the direction sought with a large enough effect; inconclusive means small, poorly fitted or top-dose-only effect, or another doubt; inactive means no such curve, though single readings can be large; an effect the other way counts as inactive or inconclusive.

SMILES	EPAC2 agonist	pAkt inh	Nrf2 activator	EPAC2 antag	A549 tox	CCT modulator	Nrf2 block	Mm-Cpn inhibitor	TGFb SMAD3 inh
CN1CCN(c2nc(-c3cccnc3)nc3ccccc23)CC1	3%	i	3.7%	-4%	0%[1.84 µM]	0.0	?	5%	7%
CC(O)[C@H]1CNC(=O)C(=O)N1CC1(c2ccccc2)CC1 (stereo not given in full)	-1%	i	-0.7%	5%	2%	0.1	-3%	1%	-5%
NCC(O)(c1ccc(Cl)cc1)c1ccc(Cl)cc1	3%	i	-1.1%	31%[activator][57.1 µM]	-12%	-1.1	?	0%	?
Nc1c(-c2ccccc2)c(CN2CCOCC2)nn1-c1ccccc1	15%	i	-0.2%	1%[57.1 µM]	9%	1.7	6%	-1%	2%
CCOc1ccc(Br)cc1S(=O)(=O)Nc1cccc(S(=O)(=O)Nc2ccccc2C(=O)O)c1	-4%	i	-1.3%	?	16%	-0.1	-15%	1%	6%
COc1ccc(CCNC(=O)c2cc(-c3ccc(Cl)c(Cl)c3)oc2C)cc1	6%	i	0.1%	-22%	-3%	-17	?	-16%	-4%
Cc1c(OC(C)C(=O)NCC2CCC(C(=O)O)CC2)ccc2c1oc(=O)c1ccccc12 (stereo not given)	3%	i	-0.3%	5%	?	-1.0	-8%	0%	-2%
Cc1cc(C)c2c(=O)[nH]n(C3CCCCCC3)c2n1	0%	i	0.1%	7%	-1%	-1.7	4%	2%	9%
CC(=O)OC[C@H]1O[C@@H](Sc2cccc3cccnc23)[C@H](OC(C)=O)[C@@H](OC(C)=O)[C@H]1OC(C)=O	8%	i	10%	1%	0%	1.0	0%	-2%	?
O=C1N(c2ccccc2)C(=Nc2ccccc2)SC12CC2	7%	i	0.0%	-7%	3%	1.4	4%	?	0%
CC1Cc2ccccc2N1C(=O)CSc1nnc(Cc2ccccc2)n1CCc1ccccc1 (stereo not given)	15%	i	-0.4%	-10%	-29%	2.4	-23%	-1%	?
CCCc1noc(-c2ccc(NCc3ccccc3OC)c([N+](=O)[O-])c2)n1	.	.	1.3%	.	8%	.	-3%	.	-28%
O=C(Cc1ccccc1)NC1CCN(S(=O)(=O)c2ccc(C(=O)O)cc2)CC1	10%	.	-0.8%	-1%	-3%	0.1	11%	-4%	36%[activator]
CNC(=O)c1ccccc1NC(=O)c1ccco1	-2%[15.6 µM]	.	9.9%	11%	1%	-2.7	-1%	-2%	9%
Cc1ccc(-n2nnnc2SC(C)C(=O)Nc2ccccc2-c2ccccc2)cc1 (stereo not given)	7%	i	-0.7%	?	-5%	-1.2	-7%	-2%	-26%
COc1ccccc1NC(=O)C(Cc1ccccc1)NS(=O)(=O)c1ccc2c(c1)c(=O)n(C)c(=O)n2C (stereo not given)	.	.	-0.6%	.	11%	.	-10%	.	?
COc1cccc(-n2nc(C#N)c(Cl)cc2=O)c1	15%	i	?	1%	?	-3.5	?	-11%	6.3µM*
COc1ccc(C(=O)C(C)OC(=O)c2sc(C)nc2C)cc1 (stereo not given)	8%	i	-0.6%	-30%	-3%	0.8	-2%	2%	-1%
CCC(C)NC(=O)c1c(C)oc2ncn(CC(C)C)c(=O)c12 (stereo not given)	.	.	9.5%	.	-3%	.	36%	.	2%
CCCSc1nsc(NC(=O)CC)n1	5%	i	-0.5%	-3%	-5%	-1.5	3%	3%	?
N#CCN1CCN(CC(=O)c2ccc(Br)cc2)CC1	-3%	i	0.1%	3%	0%	-0.7	-5%	1%	-12%
COc1cccc(-c2cn3c(n2)sc2cc(C(=O)NCc4cccs4)ccc23)c1	.	.	5.5%	.	9%	.	1%	.	-13%
CN1CCN(c2nnc(-c3ccc(F)cc3)c3ccccc23)CC1	10%	i	-1.9%	3%	-1%	-1.7	21%	-2%	7%
CCOC(=O)c1sc(NC(=O)C(CC)Sc2nccn2C)nc1C (stereo not given)	7%	i	0.4%	-5%	-2%	3.5	?	1%	-2%
CCCc1nc(SCC(=O)N2c3ccccc3CC2C)c2c(C)c(C)sc2n1 (stereo not given)	11%	i	-0.1%	-2%	1%	-0.9	-12%	-7%	-1%
O=C(NCCC1=CCCCC1)c1ccc2c(=O)n3c(nc2c1)CCCCC3	2%	i	4.4%	-2%	1%	-0.5	22%	3%	-10%
CCN(CC)S(=O)(=O)c1ccc2oc(C(=O)NCc3ccc(F)cc3)c(C)c2c1	2%	i	2.9%	-8%	-16%	-0.2	6.5µM*	-8%	6%
Cc1ccc(/C=C/C(=O)O)cc1S(=O)(=O)N1CCc2ccccc2C1	6%	i	-1.3%	-10%	13%	0.1	-7%	0%	14%
CS(=O)(=O)c1ccc2nc(NC(=O)c3ccco3)sc2c1	4%	i	0.1%	-2%	-7%	-1.4	?	0%	-18%
CCNC(=O)C/C(C)=N/NC(=O)C(=O)Nc1ccc(CC)cc1	2%	i	1.2%	0%	-3%	-1.6	12%	0%	0%
COc1cc(NC(C)CCCN)c2ncccc2c1 (stereo not given)	7%	i	-3.0%	-9%	-5%	-2.2	-16%	-8%	?
Cc1ccccc1C1CC(=O)Oc2cc(O)ccc21 (stereo not given)	20%	i	-0.1%	-3%	3%	-0.8	8%	-12%	24%
Cc1ccccc1NC(=O)Nc1nnc(Cc2ccc([N+](=O)[O-])cc2)s1	11%	i	0.4%	16%	0%	-2.8	-25%	-1%	-7%
Cc1ccc(C)c(CNC(=O)c2cc3ccccn3n2)c1	.	.	0.2%	.	22%	.	?	.	?
Cc1cc(=O)[nH]c(SCC(=O)NCCOc2ccccc2)n1	7%	i	-0.9%	15%	3%	-1.7	7%	1%	-12%
CCOc1cc(C)ccc1OCc1nnc(SCC(=O)c2cccc([N+](=O)[O-])c2)n1C	1%	i	1.7%	21%	5%	1.3	-32%	0%	?
CCOC(=O)C1=C(C)n2c(s/c(=C/c3cccc([N+](=O)[O-])c3)c2=O)=NC1c1ccc(O)c(OC)c1 (stereo not given)	12%	i	9.7%	-5%	?	-2.5	?	-9%	25%
O=C(CSc1nnc(Cn2nnc3ccccc32)o1)N(Cc1ccc(Cl)cc1)c1ccccc1	8%	i	-0.1%	-2%	?	1.8	5.8µM*	1%	0%
COC(=O)Cc1cccc2c(=O)c3ccccc3oc12	6%	i	-0.9%	-3%	-11%	-1.3	5%	-1%	-6%
CCCCc1ccc(NC(=O)CSc2nnc(CNC(=O)c3ccco3)o2)cc1	-7%	i	-0.9%	-7%	1%	-0.7	-6%	1%	-24%
COc1ccc(S(=O)(=O)N2CCC(C(=O)NCCCn3ccnc3)CC2)cc1C	0%	i	2.2%	-2%	3%	-1.7	-27%	0%	4%
COc1ccc(S(=O)(=O)N(C)CC(=O)N2CCCCC2)cc1Cl	-2%	i	0.9%	3%	1%	2.2	7%	2%	?
O=C(O)c1sccc1OCc1ccccc1	1%	i	-0.5%	1%	-1%	0.8	-18%	1%	-5%
CC(C)C(=O)Nc1nnc(CCN2CCOCC2)s1	-1%	i	0.0%	-6%	-7%	-2.4	20%	0%	3%
COCc1cc(N2CCOCC2)nc(SCc2ccc(Cl)cc2)n1	16%	i	0.0%	-7%	0%	-1.8	10%	-1%	5%
COc1ccc(C(=S)N2CCOCC2)cc1OC(=O)c1ccc([N+](=O)[O-])cc1	3%	i	0.1%	-1%	-4%	-0.3	5%	0%	-14%
CCOC(=O)N1CCN(C(=O)c2ccc3c(Cl)c4c(nc3c2)CCCC4)CC1	5%	i	15%	-6%	2%	1.0	-16%	0%	?
COc1cccc(C2C(C(=O)Nc3ccc(Cl)cc3)=C(C)Nc3c(C(=O)Nc4ccccc4)cnn32)c1OC (stereo not given)	.	.	9.1%	.	0%	.	?	.	-16%
O=C(OCc1cccc2ccccc12)C1CC(=O)N(c2ccccc2)C1 (stereo not given)	19%	i	-0.3%	8%[57.1 µM]	-18%	0.1	2%	0%	-1%
O=C(NCc1ccccc1)/C(=C\c1ccc(O)cc1)NC(=O)c1ccco1	6%	i	3.3%	-4%	-1%	-2.9	24%	-4%	0%
O=C(CSc1ncnc2c1oc1ccccc12)OCc1ccccc1	16%	i	0.3%	4%	-7%	0.9	10%	0%	?
O=C(NCc1ccco1)c1cc(-c2cccc(Cl)c2)on1	-1%	.	13%	-1%	-2%	-1.1	.	2%	-1%
Cc1ccc(C(=O)NC(=S)NCc2ccccc2)cc1Br	2%	i	7.0%	5%	9%	1.4	8%	.	-7%
O=C(Nc1nnc(CCN2CCCCC2)s1)C1CCCCC1	-19%	i	-0.6%	0%	-4%	-1.8	.	-2%	?
CNC(=O)C(C)Sc1ccc(S(=O)(=O)N2CCOCC2)cn1 (stereo not given)	8%	i	0.4%	-3%	0%	2.6	8%	2%	10%
Cc1cc2c(cc1S(=O)(=O)CCC(=O)NCc1ccccc1)OCC(=O)N2	16%	i	-0.4%&-0.8%	-6%	12%&4%	-0.8	?	-2%	-9%&4%
COc1ccc(C(=O)NC(=S)Nc2ccc(CN3CCCCC3)cc2)cc1Cl	3%	i	5.9%	-4%	-17%	-1.1	?	1%	?
COCCCNCC#CCOc1ccc(OC)cc1	6%	i	0.1%	3%	1%	-3.0	7%	0%	-3%

An excerpt (hit frequency here may not be typical).
